FEN1 inh = blocks human flap endonuclease 1; Recombinant FEN1 flap cleavage, fluorescence, 15 min; P39748; Potency, µM (top dose mostly 114 µM), without a hit: at the highest dose activity change, negative = inhibition, most hits filed as inhibitors; actives 0.35% (n = 390,000); AID 588795; also: nearly all actives have a fitted effect of over 65% in size
Target sequence (P39748 whole entry, looked up): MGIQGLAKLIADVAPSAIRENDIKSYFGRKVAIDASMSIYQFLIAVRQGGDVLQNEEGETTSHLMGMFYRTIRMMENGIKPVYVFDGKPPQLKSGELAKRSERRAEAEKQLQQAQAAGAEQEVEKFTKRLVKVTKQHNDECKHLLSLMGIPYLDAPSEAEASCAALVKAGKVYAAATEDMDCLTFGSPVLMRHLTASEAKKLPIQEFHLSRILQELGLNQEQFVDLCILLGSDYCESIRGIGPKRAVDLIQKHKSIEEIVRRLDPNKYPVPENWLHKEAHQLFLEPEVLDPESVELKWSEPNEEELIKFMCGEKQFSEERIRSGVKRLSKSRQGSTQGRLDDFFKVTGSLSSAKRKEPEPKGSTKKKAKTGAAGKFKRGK
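Steps: FEN1 (10 nM) dispensed; compound added by pin tool; 15 min at room temperature; substrate added to 50 nM final; reads at 0 min and 15 min; data normalized and fitted (four-parameter Hill).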
N370S GC mod = N370S glucocerebrosidase modulation, Gaucher chaperone candidate. AID 2101. Potency, µM (highest dose often 59.4 µM), without a hit: at the top dose activity change, negative = inhibition, actives largely listed as inhibitors. N370S GC spleen homogenate, 4MU-glucoside fluorescence. P04062. actives 0.092% (n = 330,000);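 also: 0% = full enzyme activity and -100% = no enzyme basal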
GCN5L2 inh = blocks human GCN5L2 histone acetyltransferase | actives 0.21% (n = 390,000) | AID 504327 | GCN5L2 HAT assay, ThioGlo1 CoA-SH fluorescence | Potency, µM (top dose mostly 58.9 µM), for inactives: top-dose activity change, negative = inhibition, usual class: inhibitors
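GCN5L2 (20nM final) in 50mM HEPES, 0.1mM EDTA pH 7.5, 0.01% Tween-20 was preincubated 15 min at room temperature with compound, then given ThioGlo1 (50uM), H3(1-25) peptide (75uM) and acetyl-CoA (70uM); CoA-thiol fluorescence (Ex340/Em540) was read at 0 and 20 min.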
Active calls of the source: *; ? = inconclusive; nt = not tested or not shown; & = joins results of further samples; [ ] = another dose, or the depositor's remark. Calls follow the shape of the dose curve; as a rule, active = well fitted curve in the direction sought with a large enough effect; inconclusive = small, poorly fitted or top-dose-only effect, or another doubt; inactive = no such curve, though single readings can be large; an effect the other way counts as inactive or inconclusive. Unless noted, % is scaled to controls: 0 for no effect and ±100 for the full control effect; potency is read from the fitted curve at half-maximal effect. These rows are one share of the data; rates above refer to the full screens.

Start of the listing, in advance, 4 compounds:
SMILES	FEN1 inh	N370S GC mod	GCN5L2 inh
O=C1COc2ccc(-c3n[nH]c(=O)c4ccccc34)cc2N1	-3%	-16%	-3%
O=C(CO/N=C/c1c(Cl)cccc1Cl)NNC(=O)c1ccc(Cl)cc1	0%	10%	-4%
C=CCn1c(=O)c2ccccc2n2c(SCC(C)=O)nnc12	8%	-1%	0%
O=C(c1ccc(Br)o1)N1CCN(c2ccccc2F)CC1	0%	6%	0%

Main list, previewed entries included:
SMILES	FEN1 inh	N370S GC mod	GCN5L2 inh
O=C1COc2ccc(-c3n[nH]c(=O)c4ccccc34)cc2N1	-3%	-16%	-3%
O=C(CO/N=C/c1c(Cl)cccc1Cl)NNC(=O)c1ccc(Cl)cc1	0%	10%	-4%
C=CCn1c(=O)c2ccccc2n2c(SCC(C)=O)nnc12	8%	-1%	0%
O=C(c1ccc(Br)o1)N1CCN(c2ccccc2F)CC1	0%	6%	0%
Cc1ccc(N(Cc2cc(=O)[nH]c3ccccc23)C(=O)CCl)cc1	11%	-3%	2%
CN1C(=O)CSc2ccc(NC(=O)N3CCN(c4ccccc4)CC3)cc21	-1%	0%	-6%
CCOC(=O)C1CCN(S(=O)(=O)c2ccc3c(c2)NC(=O)C(C)C(=O)N3)CC1 (stereo not given)	16%&-3%	-6%	1%&8%
CCC(C)CCN1C(N(C)C)=NC[C@@H]1C (stereo not given in full)	-6%	-4%	2%
CCn1cc(C(=O)OCC(=O)Nc2ccc(C(C)C)cc2)c(=O)c2ccc(C)nc21	5%	27%	-12%
Oc1ccc(/C=N/NC2=NCCCCC2)cc1	-3%	-19%	-7%
CN1CCN(C(=O)/C(=C\c2cccs2)NC(=O)c2cccs2)CC1	1%	?	1%
CC/C=C\C/C=C\C/C=C\C/C=C\C/C=C\CCCC(=O)O	nt	8%&-5%	-10%&1%
C=CCN(C(=O)c1cccc(N2C(=O)C3CC=CC(C)C3C2=O)c1)c1ccccc1 (stereo not given)	-9%	-13%	-10%
O=C1C(Nc2ccccc2)=C(N2CCCCC2)C(=O)c2ccccc21	-4%	13%	-4%
COc1cc(C(=O)Nc2cccnc2)cc(OC)c1OC	5%	-1%	-10%
COc1cc(/C=C2/C(=N)N3N=C(C(C)C)SC3=NC2=O)ccc1OS(=O)(=O)c1ccccc1	0%	4%	-18%
O=C(CSCc1c(F)cccc1Cl)Nc1cccnc1	-8%	-18%	12%
CCCCNC(=O)CN1C(=O)NC2NC(=O)NC21 (stereo not given)	16%	0%	-2%
COc1cc(NC(=O)CN2C(=O)C(C)N(c3ccc(C)cc3)C2=O)cc(OC)c1 (stereo not given)	-13%	-11%	4%
Cc1cc(C)cc(-c2nnc(SCC(=O)NC3CC3)o2)c1	1%	nt	2%
CCc1ccc(NC(=O)c2cnn(-c3c(C)cccc3C)c2C2CCNCC2)cc1	2%	nt	28%
CN=c1scc(-c2ccccc2F)n1/N=C/c1ccc[nH]1	0%	-5%	-10%
COCCNc1ncnc2ccc(-c3ccoc3)cc12	nt	2%	?
O=C(COC(=O)/C=C/c1ccc(Br)o1)NCCCN1CCCC1=O	-5%	-2%	-7%
O=S(=O)(Cc1noc(-c2ccc(Cl)cc2)n1)Cc1ccco1	-16%	3%	-11%
COc1cc2c(=O)n(CC3CCCO3)c(=O)n(CC(=O)Nc3cccc(Cl)c3)c2cc1OC (stereo not given)	-5%	2%[12.8 µM]	-4%
Cc1ccc(CSCC(=O)N(C)CC(=O)Nc2ccccc2C(F)(F)F)cc1	3%	-5%	1%
CCc1ccccc1NC(=S)N(Cc1cccc(C)c1)c1cccnc1	-12%	-2%	-3%
O=C(CN(CCO)c1ccccc1)Nc1cccc(S(=O)(=O)N2CCCC2)c1	4%	-2%	-4%
COc1cc2ncnc(NCc3cccc(F)c3F)c2cc1OC	4%	0%	-11%
OC(COc1ccc2ccccc2c1)CN1CCCC1 (stereo not given)	-4%	6%	-3%
O=C(NCCc1ccco1)c1ccc(OCc2cn3ccccc3n2)cc1	-7%	nt	-14%
COC(=O)CN(n1cnnc1)S(=O)(=O)c1ccccc1Cl	-9%	-2%	0%
O=C(Nc1ccccc1)C1CC(=O)N(c2ccc3c4c(cccc24)CC3)C1 (stereo not given)	-13%	-3%	-15%
Oc1c(Br)cc2oc3c(c2c1CNCc1ccccc1)CCCC3	11%	-10%	0%
CC(C)C(NC(=O)c1ccco1)C(=O)OCc1cc([N+](=O)[O-])cc2c1OCOC2 (stereo not given)	1%	20%	-1%
Cc1ccc(-c2onc3ccc(C(=O)/C=C/N(C)C)cc23)cc1	?	5%	?
COc1ccc2[nH]c(C(=O)Nc3ccc4c(c3)OCO4)cc2c1	-2%	6%	-11%
CCC1CCCCN1CCCNC(=O)CS(=O)(=O)Cc1nc(-c2cccc(OC)c2)oc1C (stereo not given)	-15%	-18%	-3%
CN=C(Nc1ccc(Cl)cc1)c1ccc(C(F)(F)F)cc1	-1%	-11%	-6%
CCOc1ccc(C(=O)Nc2ccc(-c3cc4ccccc4oc3=O)cc2)cc1Br	-1%	nt	-4%
CCOC(=O)C1CCCN(S(=O)(=O)c2ccccc2)C1 (stereo not given)	-5%	1%	14%
C[C@]12C[C@H](O)[C@@H]3c4ccc(O)cc4CCC3[C@@H]1CCC2=O (stereo not given in full)	18%	-9%	0%
O=C(C1COc2ccccc2O1)N1CCN(c2nc3c(F)cc(F)cc3s2)CC1 (stereo not given)	-2%	0%	-5%
COc1ccc(NS(=O)(=O)c2ccc(C(=O)N3CCN(c4ccc(F)cc4)CC3)cc2)cc1	2%	nt	-9%
CCC(=O)N1CCc2cc(Br)cc(S(=O)(=O)N3CCCC(C(=O)Nc4ccc(OC)cc4OC)C3)c21 (stereo not given)	-5%	nt	-9%
CCOC(=O)c1c(C)[nH]c(C=Nc2ccc(OC)cc2)c1O	?	-2%	3%
Cc1cccc(-c2nc(CSCC(=O)N3CCN(Cc4ccc5c(c4)OCO5)CC3)c(C)o2)c1	3%	-14%	-20%
COc1cc(NC(=O)C2CCN(S(=O)(=O)c3ccc4[nH]c(=O)oc4c3)CC2)cc(OC)c1	12%	-4%	1%
Cc1cccc(N(CC(=O)NCc2ccco2)C(=O)CCC(=O)Nc2nccs2)c1	7%	-1%	-3%
COCCSc1nnc(NS(=O)(=O)Cc2ccccc2)s1	-15%	-11%	3%
CCOC(=O)C1CCCN(C(=O)c2ccc(-c3ccc([N+](=O)[O-])cc3)o2)C1 (stereo not given)	-6%	?	-7%
Cc1cc(=O)[nH]c(N/N=C/C=C/c2ccccc2)n1	-10%	-2%	-12%
COc1cc(-c2cc(N3C(=O)Nc4ccccc4N3O)n[nH]2)cc(OC)c1OC	-3%	-9%	0%
COc1ccc(S(=O)(=O)N2CCC(C(=O)NCCN3CCOCC3)CC2)cc1OC	6%	2%	-8%
CC[N+](C)(C)Cc1ccccc1Br	17%	1%	3%
CN(Cc1ccco1)Cc1ccc(O)c2ncccc12	9%	nt	-5%&-2%
CN(CC(=O)NCc1cccc(F)c1)C(=O)c1ccco1	-11%	3%	0%
CC(C)CC1NC(=O)N(CC(=O)Nc2ccc(OCc3ccccc3)cc2)C1=O (stereo not given)	0%	-4%	-22%
CN(C)CCN(Cc1ccccc1)c1ccccn1	8%	-8%&3%&9%	0%&-6%&0%

Sorted by SMILES length (high to low): part of the list above
SMILES	FEN1 inh	N370S GC mod	GCN5L2 inh
CCC(=O)N1CCc2cc(Br)cc(S(=O)(=O)N3CCCC(C(=O)Nc4ccc(OC)cc4OC)C3)c21 (stereo not given)	-5%	nt	-9%
COc1cc(NC(=O)C2CCN(S(=O)(=O)c3ccc4[nH]c(=O)oc4c3)CC2)cc(OC)c1	12%	-4%	1%
Cc1cccc(-c2nc(CSCC(=O)N3CCN(Cc4ccc5c(c4)OCO5)CC3)c(C)o2)c1	3%	-14%	-20%
CC(C)C(NC(=O)c1ccco1)C(=O)OCc1cc([N+](=O)[O-])cc2c1OCOC2 (stereo not given)	1%	20%	-1%
CCOC(=O)C1CCCN(C(=O)c2ccc(-c3ccc([N+](=O)[O-])cc3)o2)C1 (stereo not given)	-6%	?	-7%
CCC1CCCCN1CCCNC(=O)CS(=O)(=O)Cc1nc(-c2cccc(OC)c2)oc1C (stereo not given)	-15%	-18%	-3%
C[C@]12C[C@H](O)[C@@H]3c4ccc(O)cc4CCC3[C@@H]1CCC2=O (stereo not given in full)	18%	-9%	0%
COc1cc(-c2cc(N3C(=O)Nc4ccccc4N3O)n[nH]2)cc(OC)c1OC	-3%	-9%	0%
Cc1cccc(N(CC(=O)NCc2ccco2)C(=O)CCC(=O)Nc2nccs2)c1	7%	-1%	-3%
CC(C)CC1NC(=O)N(CC(=O)Nc2ccc(OCc3ccccc3)cc2)C1=O (stereo not given)	0%	-4%	-22%
Cc1ccc(-c2onc3ccc(C(=O)/C=C/N(C)C)cc23)cc1	?	5%	?
COc1ccc2[nH]c(C(=O)Nc3ccc4c(c3)OCO4)cc2c1	-2%	6%	-11%
CCOC(=O)c1c(C)[nH]c(C=Nc2ccc(OC)cc2)c1O	?	-2%	3%
Oc1c(Br)cc2oc3c(c2c1CNCc1ccccc1)CCCC3	11%	-10%	0%
Cc1cc(=O)[nH]c(N/N=C/C=C/c2ccccc2)n1	-10%	-2%	-12%
CCOC(=O)C1CCCN(S(=O)(=O)c2ccccc2)C1 (stereo not given)	-5%	1%	14%
COCCSc1nnc(NS(=O)(=O)Cc2ccccc2)s1	-15%	-11%	3%
CN(Cc1ccco1)Cc1ccc(O)c2ncccc12	9%	nt	-5%&-2%
CN(C)CCN(Cc1ccccc1)c1ccccn1	8%	-8%&3%&9%	0%&-6%&0%
CC[N+](C)(C)Cc1ccccc1Br	17%	1%	3%

Other compounds
SMILES	FEN1 inh	N370S GC mod	GCN5L2 inh
COC(=O)Nc1ccc(S(=O)(=O)NNC(=O)c2c(O)c3ccccc3[nH]c2=O)cc1	-14%	-9%	6%
O=C(Nc1ccc(F)cc1)c1cc(S(=O)(=O)N2CCCCC2)ccc1F	-19%	0%	-12%
NS(=O)(=O)c1cccc(NC(=O)c2ccc3nc[nH]c3c2)c1	1%	-2%	-4%
O=C(NCC(c1cccs1)S(=O)(=O)c1cccs1)c1ccc(F)c(F)c1 (stereo not given)	-8%	nt	-3%
COC(=O)c1[nH]c2cc(OC)ccc2c1NC(=O)CN1CCOCC1	nt	12%	-8%
CCOC(=O)c1cc(NC(=O)N(C(C)C)C(C)C)c(C)nc1C	-6%	2%	0%
Cn1c(=O)c(=O)n(C)c2cc(S(=O)(=O)CCC(=O)NCc3ccccc3)ccc21	0%	-1%	2%
COc1ccc(NCc2nnc(SCC(=O)Nc3ccccc3)n2C)cc1	13%	4%	3%
O=C(O)CCCNCc1ccccc1F	-1%	-7%	-1%
Cc1cccc2c1-c1sc(C(=O)Nc3ccc(F)cc3F)cc1CO2	3%	nt	-2%
Cc1nn(-c2ccc(F)cc2)c(-n2cccc2)c1C(=O)N1CCN(c2ccccc2)CC1	12%	nt	1%
COc1ccc(C)cc1NC(=O)CCc1ccc(S(=O)(=O)N2CCOCC2)cc1	-6%	nt	-6%
COc1ccc(/C=C2\NC(=O)C(C=NCc3ccccc3)=C2O)cc1	-18%	0%	-4%
CCc1nnc(NC(=O)C(CC)c2ccccc2)s1 (stereo not given)	1%	13%	-5%
CCCN1CCN(c2nnc(-n3cccc3C(=O)Nc3ccccc3C(F)(F)F)s2)CC1	5%	nt	1%
CCOC(=O)c1ccc(NC(=O)CN2CCc3ccccc3C2)cc1	-14%	-17%	-15%
CS(=O)(=O)c1ccc2nc(NC(=O)c3cccc(Cl)c3)sc2c1	1%	-15%	-15%
COc1ccc(C(C)=O)cc1CSc1nnc2c(Cl)cc(Cl)cn12	-1%	24%	-3%
CC1CCN(c2nc3ccc(C(=O)N4CCN(Cc5ccccc5)CC4)cc3s2)CC1	-14%	-17%	-1%
O=C(NCc1ccccn1)c1ccco1	1%	-9%	-5%
COc1ccc(/C=C/C(=O)OCCNC(=O)c2ccncc2)cc1OC	-1%	-2%	-18%
C=CCc1ccccc1OCC(O)Cn1ccnc1C (stereo not given)	4%	-9%	-8%
CSc1oc(-c2ccco2)nc1S(=O)(=O)c1ccc(Br)cc1	-23%	16%	-4%
CC1(C)Cc2ccccc2-c2nnc(SCC(=O)N3CCN(c4ccccc4)CC3)n21	-6%	7%	0%
CCCSc1nsc(NC(=O)CCC)n1	5%	9%	0%
COc1cccc(S(=O)(=O)NCC(=O)N2CCCC2)c1	0%	1%	-6%
CCCCCCSc1ccc([C@@H]2[C@H]3C(=O)N(CC)C(=O)[C@H]3[C@]3(C(=O)OC)CCCCN23)cc1OC	-8%	nt	-10%
Cc1ccc(S(=O)(=O)N2CCC(C(=O)OCc3ccc([N+](=O)[O-])cc3)CC2)cc1	-11%	5%	3%
Nc1c(C(=O)Nc2ccccc2Cl)nnn1Cc1cccc(Cl)c1	15%	nt	-1%
Cc1noc(C)c1S(=O)(=O)N1CCC(C(=O)N(C)Cc2ccccc2)CC1	-15%	13%	4%
O=C(c1ccncc1)N1CCC2(CCCN(c3ccccc3)C2)CC1	nt	-5%	2%

Bioassay records from PubChem.
